Source: PubChem
PRC2 inh – blocks human EZH2/PRC2 H3K27 methylation. DELFIA TRF, 1 h. inhibition, % at 12.5 µM. AID 651548. 0.35% of 57,000 active;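 active = mean inhibition of replicates at least 50% and every single replicate also reaching 50%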;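 also: dimethyl H3K27 on biotinylated H3 21-44 peptide detected by antibody; plate controls were median neutral control wells for no effect and median positive control wells for full effect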
Target sequence (Q15910 whole entry, looked up): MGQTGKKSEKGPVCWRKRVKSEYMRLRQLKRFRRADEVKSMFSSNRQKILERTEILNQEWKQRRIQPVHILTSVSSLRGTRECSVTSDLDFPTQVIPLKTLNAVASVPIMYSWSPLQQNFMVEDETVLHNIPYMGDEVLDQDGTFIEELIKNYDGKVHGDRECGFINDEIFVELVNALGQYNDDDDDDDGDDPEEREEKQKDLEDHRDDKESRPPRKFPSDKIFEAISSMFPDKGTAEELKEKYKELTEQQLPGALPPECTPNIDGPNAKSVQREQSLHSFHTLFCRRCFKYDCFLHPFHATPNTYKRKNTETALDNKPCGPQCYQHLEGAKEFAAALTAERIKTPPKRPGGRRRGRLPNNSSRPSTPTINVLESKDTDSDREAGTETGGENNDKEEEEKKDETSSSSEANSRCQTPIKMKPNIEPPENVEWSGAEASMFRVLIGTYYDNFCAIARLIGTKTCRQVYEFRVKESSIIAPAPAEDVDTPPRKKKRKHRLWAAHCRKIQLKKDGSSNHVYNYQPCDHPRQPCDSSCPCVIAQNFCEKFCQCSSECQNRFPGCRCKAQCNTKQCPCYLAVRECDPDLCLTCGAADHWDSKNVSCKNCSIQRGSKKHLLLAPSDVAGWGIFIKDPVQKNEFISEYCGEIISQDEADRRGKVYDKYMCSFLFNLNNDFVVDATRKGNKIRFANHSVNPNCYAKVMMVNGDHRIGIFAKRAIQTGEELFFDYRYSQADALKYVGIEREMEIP
IDH1 R132H inh – inhibitors of human IDH1 R132H; IDH1 R132H reductase, diaphorase/resazurin fluorescence, 60 min; O75874; inhibition, % at 10 µM; 0.18% of 70,000 active; in the data active = inhibition above about 34%;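 also: 0% = DMSO and 100% = no enzyme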
Active calls of the source: *; . = not tested or not shown.

SMILES	PRC2 inh	IDH1 R132H inh
Cc1ccc(S(=O)(=O)N[C@@H]2C=C[C@@H](CC(=O)NCCN3CCCCC3)O[C@@H]2CO)cc1	-5.3	0.1
C[C@H]1CCCCO[C@@H](CN(C)C)[C@@H](C)CN([C@@H](C)CO)C(=O)c2cc(N(C)C)ccc2O1	9.1	-0.6
COc1ccc(NC(=O)c2cccc(Cn3cc(Br)cn3)c2)cn1	2.2	-1.4
COc1ccc2ccc(=O)oc2c1CC(O)C(C)(C)O (stereo not drawn)	.	0.1
O=C(NCC[C@@H]1CC[C@@H](NC(=O)Nc2cc(F)ccc2F)[C@@H](CO)O1)Nc1ccc(F)cc1	-2.1	0.2
C[C@@H]1CN([C@@H](C)CO)C(=O)c2cccc(NC(=O)C3CC3)c2O[C@H]1CN(C)CC1CCCCC1	.	0.8
C[C@@H]1CN([C@@H](C)CO)C(=O)c2cc(NS(=O)(=O)c3ccc(Cl)cc3)ccc2O[C@@H]1CN(C)C(=O)Nc1ccc2c(c1)OCO2	.	-1.9
C[C@@H]1CN([C@@H](C)CO)C(=O)c2cc(-c3cncnc3)cnc2O[C@@H]1CN(C)C(=O)c1cccc(F)c1	2.6	-4.3
C[C@H]1CN([C@@H](C)CO)C(=O)c2cc(N(C)C)ccc2O[C@@H]1CN(C)S(C)(=O)=O	-2.0	.
C[C@H]1CN([C@@H](C)CO)C(=O)c2cc(NC(=O)C3CCCCC3)ccc2O[C@H]1CN(C)S(=O)(=O)c1ccc(Cl)cc1	-8.0	0.4

Molecules listed so far with sulfur:
SMILES	PRC2 inh	IDH1 R132H inh
Cc1ccc(S(=O)(=O)N[C@@H]2C=C[C@@H](CC(=O)NCCN3CCCCC3)O[C@@H]2CO)cc1	-5.3	0.1
C[C@@H]1CN([C@@H](C)CO)C(=O)c2cc(NS(=O)(=O)c3ccc(Cl)cc3)ccc2O[C@@H]1CN(C)C(=O)Nc1ccc2c(c1)OCO2	.	-1.9
C[C@H]1CN([C@@H](C)CO)C(=O)c2cc(N(C)C)ccc2O[C@@H]1CN(C)S(C)(=O)=O	-2.0	.
C[C@H]1CN([C@@H](C)CO)C(=O)c2cc(NC(=O)C3CCCCC3)ccc2O[C@H]1CN(C)S(=O)(=O)c1ccc(Cl)cc1	-8.0	0.4

Other compounds:
SMILES	PRC2 inh	IDH1 R132H inh
CO[C@@H](CN(C)C(=O)c1cnccn1)[C@H](C)CN([C@@H](C)CO)S(=O)(=O)c1ccc(C)cc1	13.9	0.1
C[C@H]1CN([C@@H](C)CO)C(=O)c2cc(NC(=O)c3ccncc3)ccc2O[C@H]1CN(C)Cc1ccc(Oc2ccccc2)cc1	-14.5	0.3
C[C@]12CCC(=O)C=C1CC[C@@H]1[C@@H]2[C@@H](O)C[C@@]2(C)[C@H]1CC[C@]2(O)C(=O)CO	6.1	1.3
Cc1noc(C)c1NC(=O)NCC[C@@H]1CC[C@H](NC(=O)Cc2cccnc2)[C@H](CO)O1	5.6	0.1
Cc1ccc(C(=O)N(Cc2nc(-c3ccc(Cl)cc3)no2)C(C)C)cc1[N+](=O)[O-]	28.2	0.4
COc1cc(OC)c(C2=NOC(C(=O)Nc3cc(C)nn3-c3ccccc3)C2)cc1Cl (stereo not drawn)	-3.1	-1.7
CO[C@H](CN(C)S(=O)(=O)c1cccc(Cl)c1)[C@@H](C)CN([C@@H](C)CO)S(=O)(=O)c1ccc(Cl)cc1	18.6	-0.3
C[C@H]1CN([C@@H](C)CO)C(=O)c2cccc(NC(=O)Nc3ccccc3)c2O[C@@H]1CN(C)Cc1ccc(Oc2ccccc2)cc1	.	0.7
CN(C)Cc1cn(CC[C@H]2CC[C@@H](N)[C@H](CO)O2)nn1	-0.5	0.3
Cc1noc(C)c1S(=O)(=O)Nc1ccc2c(c1)C(=O)N([C@@H](C)CO)C[C@@H](C)[C@H](CN(C)C(=O)NC(C)C)OCCCC[C@H](C)O2	.	0.2
C[C@H](CO)N1C[C@H](C)[C@H](CN(C)Cc2ccc(C(=O)O)cc2)Oc2ncc(-c3ccccc3)cc2C1=O	.	2.0
C[C@@H]1CCCCO[C@H](CN(C)Cc2ccc3c(c2)OCO3)[C@H](C)CN([C@@H](C)CO)C(=O)c2cc(NC(=O)CCCN(C)C)ccc2O1	.	4.5
CCOC(=O)c1c(C)oc2ccc(OCc3cccc([N+](=O)[O-])c3)cc12	34.1	0.3
CO[C@@H]1CN(C)C(=O)c2cc(NC(=O)Nc3ccc(C(F)(F)F)cc3)ccc2OC[C@@H](C)NC[C@@H]1C	-13.7	0.9
COCC#Cc1cnc2c(c1)C(=O)N([C@H](C)CO)C[C@H](C)[C@H](CN(C)C(=O)c1cccnc1)O2	8.2	3.1
C/C=C/c1ccc2c(c1)O[C@@H](CN(C)C(=O)NC1CCCCC1)[C@H](C)CN([C@H](C)CO)S2(=O)=O	.	1.2
C[C@@H]1CN([C@H](C)CO)C(=O)c2cc(NC(=O)Nc3ccc4c(c3)OCO4)ccc2O[C@H]1CN(C)S(=O)(=O)c1cn(C)cn1	.	-6.4
Cc1noc(C)c1NC(=O)Nc1cccc2c1O[C@H](CN(C)C(=O)Nc1ccc3c(c1)OCO3)[C@@H](C)CN([C@H](C)CO)C2=O	.	3.5
Cc1cccc(CN(C)C[C@H]2OCc3cnnn3CCCC(=O)N([C@H](C)CO)C[C@@H]2C)c1	.	0.1
CCN(CC)c1ncn(Cc2c(Cl)cccc2Cl)c2ncnc1-2	6.2	0.6
C[C@@H]1CN([C@@H](C)CO)C(=O)c2cc(Br)cnc2O[C@H]1CN(C)C(=O)c1ccc(F)cc1	18.8	0.1
Cc1noc(C)c1NC(=O)N(C)C[C@H]1Oc2ccc(NC(=O)CCC(F)(F)F)cc2CC(=O)N([C@H](C)CO)C[C@H]1C	6.9	-1.1
C[C@H]1CN([C@@H](C)CO)C(=O)c2cc(NS(=O)(=O)c3cn(C)cn3)ccc2O[C@H]1CN(C)Cc1ccc(-c2ccccc2)cc1	-1.4	.
C[C@H]1CN([C@@H](C)CO)C(=O)c2cccc(NC(=O)c3ccc(-c4nccs4)cc3)c2O[C@@H]1CN(C)Cc1ccc(C(=O)Nc2ccccc2N)cc1	-41.5	.
COc1cc(-c2nc3ccccc3s2)cc(Br)c1OCC(N)=O	-7.1	-0.1
Cc1ccc(S(=O)(=O)N(C)C[C@@H]2OCCCC[C@H](C)Oc3ccc(NC(=O)c4ccncc4)cc3C(=O)N([C@H](C)CO)C[C@@H]2C)cc1	.	-2.1
C[C@H](CO)N1C[C@H](C)[C@H](CN(C)C(=O)C2CC2)Oc2ncc(Br)cc2C1=O	12.2	5.6
COCC(=O)Nc1ccc2c(c1)OC[C@@H](C)N(C(=O)CC1CC1)C[C@@H](C)[C@H](OC)CN(C)C2=O	5.5	0.5
O=C(NO)c1cccc(C(=O)N/N=C/c2cccc(Br)c2)c1	8.1	-0.3
COc1ccccc1NC(=O)N[C@H]1CC[C@@H](CCNS(=O)(=O)c2ccc(F)cc2)O[C@@H]1CO	-3.8	0.1

Filtered by structure: the compounds so far with a CF3 group.
SMILES	PRC2 inh	IDH1 R132H inh
CO[C@@H]1CN(C)C(=O)c2cc(NC(=O)Nc3ccc(C(F)(F)F)cc3)ccc2OC[C@@H](C)NC[C@@H]1C	-13.7	0.9
Cc1noc(C)c1NC(=O)N(C)C[C@H]1Oc2ccc(NC(=O)CCC(F)(F)F)cc2CC(=O)N([C@H](C)CO)C[C@H]1C	6.9	-1.1

Ordered by heavy-atom count (low to high): four of the compounds above
SMILES	PRC2 inh	IDH1 R132H inh
C[C@H](CO)N1C[C@H](C)[C@H](CN(C)C(=O)C2CC2)Oc2ncc(Br)cc2C1=O	12.2	5.6
C[C@@H]1CN([C@@H](C)CO)C(=O)c2cc(Br)cnc2O[C@H]1CN(C)C(=O)c1ccc(F)cc1	18.8	0.1
Cc1ccc(S(=O)(=O)N(C)C[C@@H]2OCCCC[C@H](C)Oc3ccc(NC(=O)c4ccncc4)cc3C(=O)N([C@H](C)CO)C[C@@H]2C)cc1	.	-2.1
C[C@H]1CN([C@@H](C)CO)C(=O)c2cccc(NC(=O)c3ccc(-c4nccs4)cc3)c2O[C@@H]1CN(C)Cc1ccc(C(=O)Nc2ccccc2N)cc1	-41.5	.

Next part:
SMILES	PRC2 inh	IDH1 R132H inh
O=C(CN1CCOCC1)NCC[C@@H]1CC[C@H](NC(=O)c2ccccc2F)[C@@H](CO)O1	4.3	0.6
COCc1nc2ccccc2n1CCOc1ccc(Cl)cc1	8.3	-0.7
COc1ccc(S(=O)(=O)N(C)C[C@H]2Oc3ccc(NS(C)(=O)=O)cc3CC(=O)N([C@H](C)CO)C[C@@H]2C)cc1	.	-5.2
CO[C@@H]1CN(C)C(=O)c2ccc(NC(=O)C3CC3)cc2OC[C@@H](C)N(CC2CC2)C[C@@H]1C	-6.6	-0.2
O=C(O)CCCC(=O)Nc1ccc(N2CCOCC2)c(C(=O)O)c1	-5.7	-0.3
C/C=C(C)\C=N\NC(=O)CCCCCCC(=O)Nc1ccccc1O	-18.4	0.3
C=CC(C)(O)CC/C=C(\C)C(=O)OC1C2OC2(C)C2C(OC3OC(COC4OC(CO)C(O)C(O)C4O)C(O)C(O)C3O)OC=CC12O (stereo not drawn)	17.8	-0.7
Cc1ccc(S(=O)(=O)Nc2cccc3c2O[C@@H](CN(C)Cc2ccc(C(=O)Nc4ccccc4N)cc2)[C@H](C)CN([C@@H](C)CO)C3=O)cc1	-12.7	.
C[C@H]1CN([C@@H](C)CO)C(=O)Cc2cc(NC(=O)Cc3cn(C)c4ccccc34)ccc2O[C@@H]1CN(C)Cc1ccc(C(=O)O)cc1	.	-29.4
O=C(C[C@@H]1C[C@H]2c3cc(NS(=O)(=O)c4ccccc4)ccc3O[C@H]2[C@@H](CO)O1)NC1CCCCC1	-7.5	-0.3
COc1cc(OC)cc(-c2nnc(SCC(=O)Nc3sc4c(c3C#N)CCC(C(C)(C)C)C4)o2)c1 (stereo not drawn)	14.4	-0.2
C[C@@H]1CN([C@@H](C)CO)C(=O)c2cc(NS(=O)(=O)c3ccc(F)cc3)ccc2O[C@@H]1CN(C)Cc1ccc(C(=O)Nc2ccccc2N)cc1	-22.4	.
C[C@@H]1CN([C@@H](C)CO)C(=O)c2cc(NC(=O)CCN3CCOCC3)ccc2O[C@@H]1CN(C)CC1CCCCC1	-1.2	3.6
COc1ccccc1CNC(=O)C[C@H]1C[C@@H]2c3cc(NC(=O)Nc4ccccc4F)ccc3O[C@@H]2[C@H](CO)O1	4.6	0.0
C[C@@H]1CN([C@@H](C)CO)C(=O)Cc2cc(NS(=O)(=O)c3cccs3)ccc2O[C@H]1CN(C)Cc1ccc(-c2ccccc2)cc1	.	0.3
CNC[C@H]1Oc2ccc(NC(=O)c3ccncc3)cc2CC(=O)N([C@H](C)CO)C[C@H]1C	8.3	.
CC(C)NC(=O)N(C)C[C@@H]1Oc2ccc(NC(=O)Nc3ccc(C(F)(F)F)cc3)cc2CC(=O)N([C@H](C)CO)C[C@H]1C	-5.3	0.6
Cc1ccc(C)c(N2CCN(CC(=O)Nc3ccc([N+](=O)[O-])cc3C(=O)Nc3ccccc3F)CC2)c1	-3.3	-0.6
Cc1cc(C)c(NC(=O)CN(C)S(=O)(=O)c2ccc(Cl)cc2)c(C)c1	2.2	0.0
C[C@@H]1CN([C@@H](C)CO)C(=O)c2cc(C#CC3CCCC3)cnc2O[C@@H]1CN(C)Cc1ccncc1	.	-0.2
O=C(C[C@@H]1C[C@H]2c3cc(NS(=O)(=O)c4ccc(F)cc4)ccc3O[C@H]2[C@H](CO)O1)NCc1cccnc1	6.9	0.0
CCCNC(=O)N1C[C@@H](C)[C@@H](OC)CN(C)C(=O)c2cc(NC(=O)C3CCC3)ccc2OC[C@@H]1C	-3.8	0.2
COC(=O)CCCCCCC(=O)N/N=C/c1cccc(O)c1O	9.3	-0.4
C[C@@H]1CCCCO[C@@H](CN(C)C(=O)CCCN(C)C)[C@H](C)CN([C@H](C)CO)C(=O)c2cc(N(C)C)ccc2O1	6.3	-1.8
C[C@@H]1CN([C@@H](C)CO)C(=O)Cc2cc(NC(=O)Cn3cnnn3)ccc2O[C@H]1CN(C)CC1CC1	.	0.9
C[C@@H]1CN([C@H](C)CO)C(=O)c2cc(NS(=O)(=O)c3cccs3)ccc2O[C@@H]1CN(C)CC1CCCCC1	7.0	1.5
CC(C)(C)NC(=O)c1ccc(-n2nc(C(F)(F)F)c3c2-c2ccoc2CC3)cc1	4.4	1.5
Cc1cccc(OCC(=O)Nc2cccc(-c3nc4cc(C)cc(C)c4o3)c2)c1	8.0	-0.3
CCCNC(=O)N[C@@H]1CC[C@@H](CC(=O)NC2CCC2)O[C@@H]1CO	5.5	0.0
CCCC(=O)Nc1ccc2c(c1)C(=O)N(C)C[C@H](OC)[C@@H](C)CN(C(=O)c1cnccn1)[C@H](C)CO2	5.0	-0.1
C[C@@H]1CN([C@@H](C)CO)C(=O)c2cc(-c3ccc(C#N)cc3)cnc2O[C@H]1CN(C)Cc1cncnc1	1.8	0.5
C[C@@H]1CN([C@@H](C)CO)C(=O)Cc2cc(NC(=O)Nc3ccc(C(F)(F)F)cc3)ccc2O[C@H]1CN(C)CC1CC1	.	1.0
CN1C(=O)C(O)(CC(=O)c2ccco2)c2cc(Cl)ccc21 (stereo not drawn)	1.5	0.2
O=C1c2ccccc2C(=O)N1CCc1nc2c3c4c(sc3ncn2n1)CCCCC4	18.1	0.0
COC(=O)CCCCCCC(=O)N/N=C/c1ccccc1O	4.2	0.4
O=C(Nc1ccc(C(F)(F)F)cc1)N[C@@H]1CC[C@H](CC(=O)N2CCCCC2)O[C@H]1CO	-5.3	0.3
CCc1nc(SCC(=O)Nc2c(C)cc(C)cc2[N+](=O)[O-])n[nH]1	-10.2	1.2
COCCOC(=O)N1C(=O)[C@@]2(c3ccccc31)[C@H](c1ccc(OCCO)cc1)N1[C@H](c3ccccc3)[C@H](c3ccccc3)OC(=O)[C@H]1[C@@H]2C(=O)Nc1nc2ccccc2s1	5.3	.
Cc1ccc(S(=O)(=O)N(C)C[C@H]2Oc3c(NC(=O)CCCCCC(=O)Nc4ccccc4N)cccc3C(=O)N([C@H](C)CO)C[C@@H]2C)cc1	10.6	.
C[C@H](CO)N1C[C@H](C)[C@@H](CN(C)C(=O)C2CCCCC2)Oc2ncc(-c3ccccc3F)cc2C1=O	.	0.1

Not all compounds are listed; the hit share may differ from the screen's.
